PPC-1+TRAIL kill: compounds killing PPC-1 cancer cells with TRAIL present, primary screen, TRAIL potentiator project, ATPLite luminescence, uHTS; hit rate 0.41% among 220,000; cell killing (% activity), % at 4 µM; PPC-1 cells + TRAIL, ATPLite viability luminescence;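 active = cell killing above 50% in the first pass at 4 µM, then a duplicate retest at 5 µM averaging 50% or more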;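 also: plate controls were cells with TRAIL plus DMSO for no effect and medium-only wells lacking cells for full effect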
TRPN1 ag: zebrafish TRPN1 channel agonists, primary screen, cell-based, HEK293, calcium fluorescence; hit rate 0.18% among 220,000; activation, % at 3 µM; AID 1424, 2008; HEK293 zebrafish TRPN1-YFP, Fluo-8 calcium fluorescence; 100% = response to 87 µM carbachol; transient receptor potential cation channel N1 (TRPN1/NompC), Danio rerio;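 active = activation above its plate's cutoff, the mean activation of test wells on that plate plus 3 SD, cut at about 19% in these data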;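 also: 0% = DMSO alone and 100% = 87 µM carbachol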
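Control set: carbachol 87 µM as high control, DMSO as low control; system: HEK293 stable line with zebrafish TRPN1-YFP; read-out: % activation versus carbachol response; detection: intracellular calcium fluorescence with Fluo-8; doses: single test compound dose, 3 µM nominal, 0.3% DMSO; schedule: dye 1 h 37 °C plus 30 min RT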
TNF necrop inh: inhibitors of TNF-alpha triggered necroptosis, primary screen, cell-based, Jurkat FADD-/-, single concentration; Jurkat FADD-/- TNF necroptosis rescue, ATP luminescence, 24 h; 0 = TNF only, 100 = no-TNF cells; hit rate 0.068% among 220,000; activation (protection from cell death), % at 10 µM;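 active = activation, meaning protection from cell death, of at least 50% relative to plate controls; inactive = activation below 50%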;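 also: necroptosis triggered by 40 ng/mL TNF-alpha added together with compound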
TRPML3 ag: human TRPML3 channel agonists, primary screen, cell-based, HEK293 TRPML3-YFP, Fluo-8 calcium fluorescence, 3 µM | Mucolipin-3 (Homo sapiens), Q8TDD5 | 100% = the carbachol control signal | activation, % at 3 µM | hit rate 0.29% among 220,000;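 active = activation above its plate's cutoff, the mean activation of the plate's test wells plus 3 SD, cut at about 12% in these data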;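 also: 0% = DMSO only wells and 100% = carbachol wells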
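Test system: HEK293 cells stably carrying human TRPML3-YFP; Doses: single dose, 3 µM final nominal compound, 0.3% DMSO final; Schedule: dye loading 1 h 37 °C then 30 min ambient, 125 s read; Technique: Fluo-8 calcium fluorescence; Benchmarks: high control carbachol 87 µM, low control DMSO.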
p47phox inh: p47phox/p22phox peptide binding inhibitors, primary screen, biochemical, uHTS, NADPH oxidase regulatory subunit. inhibition, % at 24.7 µM. Neutrophil cytosol factor 1 (Homo sapiens), P14598. fluorescence polarization, 2 h. hit rate 0.53% among 220,000;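 active = inhibition above about 30%, limit read from the data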;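 also: 0% = p47phox with labelled peptide and 100% = labelled peptide alone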
Target sequence (P14598 whole entry, looked up): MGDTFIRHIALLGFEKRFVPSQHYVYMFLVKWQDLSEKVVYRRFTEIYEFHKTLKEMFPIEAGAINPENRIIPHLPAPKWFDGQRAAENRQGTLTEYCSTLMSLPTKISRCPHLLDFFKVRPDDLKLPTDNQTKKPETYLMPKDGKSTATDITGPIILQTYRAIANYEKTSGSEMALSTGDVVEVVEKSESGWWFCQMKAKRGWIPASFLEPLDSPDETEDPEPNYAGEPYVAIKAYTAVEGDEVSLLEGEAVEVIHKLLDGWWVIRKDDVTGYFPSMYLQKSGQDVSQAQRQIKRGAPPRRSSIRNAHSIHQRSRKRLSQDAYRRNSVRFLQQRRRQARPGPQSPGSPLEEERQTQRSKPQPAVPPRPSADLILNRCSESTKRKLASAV
EBV gp42 block: Epstein-Barr virus gp42 inhibitors, primary screen, biochemical, uHTS, fluorescence polarization; hit rate 0.42% among 220,000; Glycoprotein 42 (Epstein-Barr virus (strain AG876)), Q1HVG2; inhibition, % (tested at 21.74 µM); Fluorescence polarization binding assay, mP read-out; in the data active = inhibition above about 50%
Target sequence (Q1HVG2 whole entry, looked up): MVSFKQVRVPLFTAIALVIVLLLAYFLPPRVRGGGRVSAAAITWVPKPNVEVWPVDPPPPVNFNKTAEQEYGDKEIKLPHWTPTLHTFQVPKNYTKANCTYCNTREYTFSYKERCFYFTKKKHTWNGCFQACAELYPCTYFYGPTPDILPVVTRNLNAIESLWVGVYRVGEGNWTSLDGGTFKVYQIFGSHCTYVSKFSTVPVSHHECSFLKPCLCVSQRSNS
Runt-SMMHC FRET: inhibitors of RUNX1 Runt–CBFb-SMMHC binding, primary screen, biochemical, FRET, Cerulean-Runt, Venus-CBFb-SMMHC, uHTS. hit rate 0.74% among 220,000. Cerulean-Runt/Venus-CBFb-SMMHC FRET ratio 530/480, 1 h. inhibition, % at 20 µM. Runt-related transcription factor 1 (Homo sapiens) + Core-binding factor subunit beta …. AID 1434, 2008;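 active = mean inhibition across duplicate retests at 20 µM reaching about 50%, limit read from the data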;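 also: 0% = DMSO wells and 100% = wells with excess untagged CBFb-SMMHC; inhibitors lower the FRET ratio by blocking Runt binding to CBFb-SMMHC; some results filed as inactive read as strong as hits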
MDM2 E3 inh: MDM2-luciferase reporter signal enhancers, primary screen, MDM2 E3 ligase inhibitor project, cell-based, luminescence, 1536-well; cell-based MDM2 ubiquitination luciferase reporter, 2 h; 0 = plate control, 100 = twice control, blank-subtracted; signal enhancement, % at 5 µM; hit rate 0.11% among 210,000; AID 1230, 2008;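 active = signal enhancement of 30% or more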;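 also: luminescence tracks abundance of the self-degrading MDM2-luciferase fusion protein; higher signal means inhibition of MDM2 E3 ligase activity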
Target sequence (Q00987 whole entry, looked up, the tested form may be a part): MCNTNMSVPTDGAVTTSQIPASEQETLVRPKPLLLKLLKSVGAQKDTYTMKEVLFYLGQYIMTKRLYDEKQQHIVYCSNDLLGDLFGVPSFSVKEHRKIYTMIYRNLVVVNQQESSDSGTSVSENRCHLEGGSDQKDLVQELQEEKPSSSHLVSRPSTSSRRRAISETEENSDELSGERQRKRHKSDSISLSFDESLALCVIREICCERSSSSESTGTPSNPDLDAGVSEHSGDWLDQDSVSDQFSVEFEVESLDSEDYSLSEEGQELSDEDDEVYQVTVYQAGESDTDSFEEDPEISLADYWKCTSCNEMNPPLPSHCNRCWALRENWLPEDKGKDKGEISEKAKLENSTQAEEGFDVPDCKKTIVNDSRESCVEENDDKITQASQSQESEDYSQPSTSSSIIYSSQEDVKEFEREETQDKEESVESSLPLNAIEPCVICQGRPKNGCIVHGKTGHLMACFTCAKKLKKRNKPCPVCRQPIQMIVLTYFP
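system = mammalian cells stably expressing self-ubiquitinating, self-degrading MDM2 E3–luciferase fusion | quantity = 2000 cells per well seeded | incubation = 4 h cell settling then 2 h compound exposure, 37 °C | signal = SteadyLite luminescence, 15 min reagent step | benchmarks = plate control and blank wells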
CHOP inhibitor: inhibitors of CHOP promoter induction, primary screen, cell-based, unfolded protein response, luciferase reporter; CHO-K1 CHOP-promoter luciferase, tunicamycin-induced, 15-18 h; inhibition, % at 10 µM; hit rate 3.8% among 220,000;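 active = compounds that reduced the stress-induced luciferase reporter signal by more than about 70% of percent inhibition, limit read from the data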;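 also: 0% = tunicamycin plus vehicle and 100% = wells without tunicamycin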
Active calls of the source: *; · = no result given.

SMILES	PPC-1+TRAIL kill	TRPN1 ag	TNF necrop inh	TRPML3 ag	p47phox inh	EBV gp42 block	Runt-SMMHC FRET	MDM2 E3 inh	CHOP inhibitor
O=C(O)CCCC(=O)Nc1ccc(OCc2nc3ccccc3s2)cc1	11.7	3.0	-1.6	1.4	2.5	-26.9	-84.7	2.0	-43.2
Cc1cc(C)cc(OCCCC(=O)O)c1	19.5	-0.2	-1.8	1.3	-11.5	-1.5	-2.9	-24.8	-14.4
Cc1[nH][nH]c(=O)c1C=NCc1cccs1	3.0	0.5	0.2	0.6	10.3	1.8	-2.8	-1.2	28.9
S=C(NCc1cccnc1)Nc1ccc(Cl)c(Cl)c1	20.1	11.2	-1.1	4.2	-136.2	-11.4	2.7	-7.3	-4.8
CCC1CCCCN1C(=O)C1CC(c2cc(Cl)c(OC)cc2OC)=NO1 (configuration not stated)	-22.5	-0.6	1.1	1.2	-3.7	-3.7	0.6	-4.1	-39.5
Cn1cccc1/C=C1\SC(=S)N(NC(=O)c2ccccc2O)C1=O	3.1	1.0	1.7	-0.2	-17.3	-179.8	-43.7	-6.8	-9.1
CCOC(=O)N1CCN(CC(O)COCc2ccc(OC)c(OC)c2)CC1 (configuration not stated)	12.1	0.7	2.3	0.4	-7.6	-15.8	1.4	-4.2	33.9
COCCN(CCOC)S(=O)(=O)c1ccc(/C(O)=C(\C#N)c2nc3ccccc3[nH]2)cc1	15.6	3.1	2.1	0.8	-14.8	-6.7	2.5	-0.1	1.4
CCOC(=O)c1ccc(COc2nc3ccccc3nc2-c2ccccc2NC(C)=O)o1	-1.3	-0.3	-0.8	0.2	-1.7	-5.5	-3.4	-12.5	11.3
Cc1nn(CC(=O)Nc2ccc(S(=O)(=O)N(C)C)cc2)c(C)c1[N+](=O)[O-]	28.6	-0.2	2.4	0.6	-4.0	-4.7	0.1	-14.0	36.1
OCCN1CCN(C(=S)NC2CCCC2)CC1	16.7	0.2	1.7	0.7	-1.4	1.8	-0.8	-11.5	-14.0
O=C(N=C1c2ccccc2CN1c1ccc(F)cc1)c1ccc(Cl)nc1	16.1	-1.0	1.8	1.2	-48.7	-22.9	1.1	-4.9	25.6
O=C(Cn1c(=O)c(=O)n(Cc2ccccc2)c2ccc(Cl)cc21)Nc1cccc(F)c1	12.0	-1.5	2.8	0.0	-10.8	-19.5	2.1	-10.7	-5.7
CC(Sc1nc(O)c(-c2ccccc2)c(=O)[nH]1)C(=O)Nc1ccc(Cl)cc1 (configuration not stated)	5.0	0.5	-0.6	0.8	-7.8	3.4	-3.1	-11.5	7.2
CC(Sc1nc2ccccc2s1)C(=O)Nc1ccc2c(c1)OCO2 (configuration not stated)	11.6	-1.6	0.4	-0.1	-8.1	-8.1	2.9	-4.7	7.3

Single records, from the list above. Order of screens: PPC-1+TRAIL kill	TRPN1 ag	TNF necrop inh	TRPML3 ag	p47phox inh	EBV gp42 block	Runt-SMMHC FRET	MDM2 E3 inh	CHOP inhibitor
Results for S=C(NCc1cccnc1)Nc1ccc(Cl)c(Cl)c1 = 20.1	11.2	-1.1	4.2	-136.2	-11.4	2.7	-7.3	-4.8
Results for OCCN1CCN(C(=S)NC2CCCC2)CC1 = 16.7	0.2	1.7	0.7	-1.4	1.8	-0.8	-11.5	-14.0
Results for O=C(N=C1c2ccccc2CN1c1ccc(F)cc1)c1ccc(Cl)nc1 = 16.1	-1.0	1.8	1.2	-48.7	-22.9	1.1	-4.9	25.6

The results go on.
SMILES	PPC-1+TRAIL kill	TRPN1 ag	TNF necrop inh	TRPML3 ag	p47phox inh	EBV gp42 block	Runt-SMMHC FRET	MDM2 E3 inh	CHOP inhibitor
COc1ccc(CNC(=O)C2CCN(C(=O)N3CCOc4ccc(C)cc43)CC2)cc1	13.5	1.2	1.7	0.2	10.3	-22.0	-2.8	-6.9	0.5
CCOC(=O)C1=C(CC)Nc2ccccc2N/C1=N\S(=O)(=O)c1cc(Br)ccc1Br	-18.8	12.5	-0.3	4.6	-16.1	0.0	-2.0	5.5	18.7
CCOC(=O)c1sc(NC(=O)CNCc2ccccn2)c(C(=O)OCC)c1C	19.4	-0.9	2.9	0.3	16.1	0.4	-2.3	-1.7	-34.3
CC(C)Cn1c(N)c(C(=O)COC(=O)c2ccccc2F)c(=O)n(C)c1=O	20.2	5.1	-0.4	2.1	10.2	-13.7	-0.8	-27.8	8.5
CCOC(=O)N1CCC(NC(=O)c2cc(C(=O)Nc3cccc(OC)c3)ccc2CO)CC1	-13.3	1.2	-0.7	-0.6	-10.5	-5.4	1.6	-6.4	13.9
CC1=CC(C)(C)N(S(=O)(=O)c2ccc(C)cc2)c2ccc(C)cc21	5.1	-1.0	-19.5	0.8	-8.8	-13.0	-1.9	-6.3	·
CC(=O)Nc1ccc(S(=O)(=O)N(C)CC(=O)OCC(=O)Nc2ccc3c(c2)OCO3)cc1	12.7	2.6	0.0	0.9	-0.7	-25.1	-8.7	-1.9	3.5
C/C(=N\Nc1cccc(C(=O)O)c1)c1cc2ccccc2o1	11.9	-0.8	1.0	0.1	-9.8	-0.5	-3.0	0.4	-8.8
O=c1nc2s/c(=C\c3ccco3)c(=O)n2nc1Cc1ccccc1	10.8	1.3	-3.5	0.7	-9.1	3.0	15.6	-12.9	31.6
O=C(CN(C(=O)CCC(=O)Nc1ccccn1)c1ccc2c(c1)OCCO2)NCCc1ccccc1	-7.1	·	·	·	5.7	-5.2	0.5	7.2	18.6
Cc1ccc(-c2noc(CSc3nnc(Cc4cccs4)n3-c3ccccc3)n2)cc1	-1.5	-0.3	-1.3	0.8	-15.2	-4.3	0.8	-8.3	61.0
Cc1nn(-c2ccccc2)c(C)c1C=O	-9.3	1.2	2.4	0.3	-1.1	3.8	0.0	-6.6	5.5
NC(=O)NCCN1CCN(c2ncc(C(F)(F)F)cc2Cl)CC1	18.7	-0.1	0.7	3.4	-29.4	-2.9	-1.0	3.6	14.1
CC(NC(=O)COC(=O)CC(c1ccccc1)c1ccccc1)c1ccccc1 (configuration not stated)	-14.5	-1.7	-0.3	0.9	-13.2	-28.6	-0.9	-7.9	41.6
COc1cccc(-n2cc(CN(C)Cc3nc(Cc4ccccc4)no3)cn2)c1	3.6	-0.7	0.5	0.1	6.6	0.4	1.0	-10.0	-6.5
COc1ccc(C(=O)O)cc1S(N)(=O)=O	3.0	0.2	1.3	0.8	-52.0	-7.1	-0.7	-21.9	-21.4
COc1ccc(OC)c(NC(=O)C(=O)NCc2ccncc2)c1	-6.2	0.3	0.8	-0.1	-14.9	0.2	0.4	-4.1	-2.1
O=C(O)c1ccccc1-n1c2ccccc2c2ccccc21	-7.4	-0.2	0.6	-0.4	-3.6	0.7	-1.9	-10.4	17.0
Oc1ccc(Br)cc1-c1cc(-c2ccc(Cl)cc2)n[nH]1	2.9	-1.1	-5.2	1.1	-57.6	-11.3	0.7	-12.7	104.4*
CCCNC(=O)c1ccc2c(=O)c(O)c(-c3cccc(Br)c3)[nH]c2c1	35.4	·	-9.8	·	-13.4	-11.0	-140.0	16.6	33.6
COc1ccc(C2C(C(=O)N3CCN(c4ccccn4)CC3)CCC(=O)N2c2ccc(OC)cc2)cc1 (configuration not stated)	24.3	2.5	-0.5	0.6	-3.2	-4.1	0.8	4.9	8.4
CCOC(=O)N1CCN(C(=O)CSc2nnc(Cn3c(=O)sc4ccccc43)n2C)CC1	2.2	-0.2	-0.5	-0.5	-4.4	-9.1	4.1	-12.1	26.1
COc1ccc(/C=N/NC(=O)c2cc(C34CC5CC(CC(C5)C3)C4)[nH]n2)cc1O	-7.6	2.8	-12.5	0.1	-13.6	0.8	1.8	-4.6	23.9
CCOC(=O)/C=c1\s/c(=C\c2ccc(C#N)cc2)c(=O)n1CC(=O)NCc1ccco1	24.4	0.1	-2.4	1.0	24.0	-20.7	-73.1	-9.8	-1.9
S=C(NCc1ccccn1)Nc1ccc(Cl)cc1	-9.0	-0.9	-3.1	-0.3	-3.7	-17.1	2.3	-4.1	-3.5
COc1ccc(CCN(C)c2ccc(S(=O)(=O)N3CCCC3)cc2[N+](=O)[O-])cc1OC	12.3	1.1	3.0	2.0	-3.1	3.1	-1.6	-2.1	2.8
COc1ccccc1N1CCN(C(c2ccccn2)c2nnnn2C2CCCCC2)CC1 (configuration not stated)	29.0	-2.3	0.6	0.1	2.3	-8.0	2.3	-12.9	23.9
CCOC(=O)C1(Cc2cccc(F)c2)CCN(CC(O)CO)CC1 (configuration not stated)	-9.6	1.3	1.9	1.2	-15.5	-10.3	4.0	-20.3	8.0
CCC1Oc2ccccc2N(CC(=O)NCc2ccco2)C1=O (configuration not stated)	6.8	-0.3	1.3	0.5	-1.3	-21.8	0.6	0.9	7.5
C=CCn1c(N)c(C(=O)Nc2cccc(C)c2)c2nc3ccccc3nc21	3.2	0.8	-9.9	1.0	25.2	27.7	8.3	-12.1	-23.3

Grouped by structure: those above with a cyano group
SMILES	PPC-1+TRAIL kill	TRPN1 ag	TNF necrop inh	TRPML3 ag	p47phox inh	EBV gp42 block	Runt-SMMHC FRET	MDM2 E3 inh	CHOP inhibitor
COCCN(CCOC)S(=O)(=O)c1ccc(/C(O)=C(\C#N)c2nc3ccccc3[nH]2)cc1	15.6	3.1	2.1	0.8	-14.8	-6.7	2.5	-0.1	1.4
CCOC(=O)/C=c1\s/c(=C\c2ccc(C#N)cc2)c(=O)n1CC(=O)NCc1ccco1	24.4	0.1	-2.4	1.0	24.0	-20.7	-73.1	-9.8	-1.9

The results go on.
SMILES	PPC-1+TRAIL kill	TRPN1 ag	TNF necrop inh	TRPML3 ag	p47phox inh	EBV gp42 block	Runt-SMMHC FRET	MDM2 E3 inh	CHOP inhibitor
CCCCCC(=O)Nc1ccc(C(=O)N/N=C/c2ccc([N+](=O)[O-])cc2)cc1	26.1	1.1	1.3	0.5	-6.5	-19.6	-2.2	-19.7	73.8*
c1ccc(-n2c(Sc3cnccn3)nnc2-c2cccs2)cc1	-0.4	-0.3	0.9	0.9	-3.6	-4.8	-0.8	-6.2	-1.3
C/C=C/c1ccc(OCC(=O)OCc2csc(Nc3ccc(C)cc3)n2)c(OC)c1	21.7	-1.3	2.6	0.1	-83.8	-28.2	-1.8	-3.9	48.0
O=C(C1CCCO1)N(Cc1ccccc1)c1ccccc1 (configuration not stated)	13.4	-0.6	-0.8	0.6	-12.6	-5.7	-0.5	-8.0	2.8

From PubChem BioAssay
